SRC1 inh: inhibits human SRC1 coactivator; inhibition, % at 3.6 µM; actives 0.12% (n = 360,000); AID 588354; Q15788; HEK293 GAL4-SRC1 luciferase reporter, luminescence;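 active means inhibition above the campaign mean plus 3 SD, with each screening campaign given its own cutoff, cut at about 60% in these data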;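 further: 0% = DMSO treated cells and 100% = gossypol at 36 µM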
NCOA3 inh: inhibits human SRC3 coactivator. Q9Y6Q9. HEK293 GAL4-SRC3 luciferase reporter, luminescence. inhibition, % at 3.6 µM. actives 0.17% (n = 360,000). AID 588352;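 active means inhibition above a per-campaign cutoff, the mean of all compounds plus 3 SD, cut at about 60% in these data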;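 further: 0% = DMSO-treated cells and 100% = gossypol-treated cells at 36 µM; higher means less SRC3-driven luciferase light from the GAL4 reporter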
TROY NFkB inh: blocks TROY-dependent signaling in reporter cells; AID 1347056; inhibition, % at 10 µM; Q293 LMP1-TROYcd NF-kB luciferase reporter, 4 h; actives 0.98% (n = 360,000);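 active means compounds whose plate-normalised and pattern-corrected inhibition of the luciferase reporter signal at the single screening dose is 50% or more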
LMP1 NFkB inh: inhibitors of Epstein-Barr LMP1-induced NF-kappaB reporter. inhibition, % at 12.5 µM. LMP1-induced NF-kappaB luciferase reporter cells, luminescence. actives 0.69% (n = 350,000); in the data active means inhibition above about 41%;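 further: 0% = neutral control wells and 100% = reference inhibitor control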
Shn3 3UTR inh: Schnurri-3 reporter inhibition in Clone20 osteoblasts; Clone20 osteoblast Shn3 3'UTR firefly luciferase, 24 h; inhibition, % at 12.5 µM; actives 0.52% (n = 360,000); AID 588674;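 active means mean inhibition of at least 75% with every replicate also reaching 75%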;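 further: 0% = median of neutral control wells and 100% = pilot-screen positive control compound; some compounds past the cut are filed as inactive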
CF NFkB block: inhibitors of cystic fibrosis induced NF-kB | KKLEB NF-kB-GFP reporter, PAF-induced, GFP fluorescence overnight | inhibition, % at 5 µM | actives 0.86% (n = 360,000);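 active means at least 50% inhibition at 5 µM, scaled per plate between neutral and stimulator controls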;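 further: PAF is a Pseudomonas aeruginosa culture filtrate used as stimulus; plate controls were PAF-stimulated DMSO wells for no effect and unstimulated DMSO wells for full effect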
KKLEB cytotox: reduces viability of KKLEB cystic fibrosis airway cells; actives 0.36% (n = 360,000); activity change (cytotoxicity), % at 5 µM; KKLEB CF airway cells viability, ATPlite luminescence, overnight; stronger effect = lower value; cells stimulated with P. aeruginosa culture filtrate; AID 602141;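 active means corrected activity change at or below -50% at 5 µM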
TRAIL sens C8: sensitizes caspase-8 expressing cells to TRAIL | inhibition (viability loss, TRAIL sensitization), % at 10 µM | AID 624354 | NB7+C8 cells + TRAIL, ATPlite viability luminescence | actives 1% (n = 360,000);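 active means compounds causing at least 50% loss of cell viability in the single-dose screen, relative to plate controls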
NR2F2 inh: NR2F2 (human) inhibition, primary screen; actives 0.7% (n = 370,000); HEK293T NGFI-A luciferase reporter, luminescence; AID 686940; inhibition, % at 8.6 µM;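 active means inhibition above a per-plate cutoff, mean inhibition of test wells between control levels plus 3 SD, cut at about 38% in these data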;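 further: cells cotransfected with COUP-TFII expression vector driving the NGFI-A reporter; 0% = median of COUP-TF2 test wells and 100% = reporter-only cells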
Target sequence (P24468 whole entry, looked up): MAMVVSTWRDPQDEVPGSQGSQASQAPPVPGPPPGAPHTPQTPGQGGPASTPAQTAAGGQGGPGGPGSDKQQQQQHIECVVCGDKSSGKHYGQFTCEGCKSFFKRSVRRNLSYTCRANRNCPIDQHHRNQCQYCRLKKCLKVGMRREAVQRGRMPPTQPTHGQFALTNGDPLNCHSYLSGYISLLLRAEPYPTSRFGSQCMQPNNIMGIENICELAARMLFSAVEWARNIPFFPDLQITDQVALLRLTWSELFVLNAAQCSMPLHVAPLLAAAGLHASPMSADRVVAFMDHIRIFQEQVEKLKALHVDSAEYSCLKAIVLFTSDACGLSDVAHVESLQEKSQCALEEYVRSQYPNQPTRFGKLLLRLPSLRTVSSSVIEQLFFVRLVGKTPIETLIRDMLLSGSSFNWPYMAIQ
LRH-1 inv ag: suppresses constitutive activity of human LRH-1; HEK293T StAR-luciferase reporter, LRH-1 transfected, 24 h; inhibition, % at 3.6 µM; actives 0.13% (n = 360,000);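 active means inhibition above the mean inhibition of all tested compounds plus 3 SD, cut at about 73% in these data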;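 further: 0% = DMSO wells and 100% = reporter-only cells lacking LRH-1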
Target sequence (O00482 whole entry, looked up): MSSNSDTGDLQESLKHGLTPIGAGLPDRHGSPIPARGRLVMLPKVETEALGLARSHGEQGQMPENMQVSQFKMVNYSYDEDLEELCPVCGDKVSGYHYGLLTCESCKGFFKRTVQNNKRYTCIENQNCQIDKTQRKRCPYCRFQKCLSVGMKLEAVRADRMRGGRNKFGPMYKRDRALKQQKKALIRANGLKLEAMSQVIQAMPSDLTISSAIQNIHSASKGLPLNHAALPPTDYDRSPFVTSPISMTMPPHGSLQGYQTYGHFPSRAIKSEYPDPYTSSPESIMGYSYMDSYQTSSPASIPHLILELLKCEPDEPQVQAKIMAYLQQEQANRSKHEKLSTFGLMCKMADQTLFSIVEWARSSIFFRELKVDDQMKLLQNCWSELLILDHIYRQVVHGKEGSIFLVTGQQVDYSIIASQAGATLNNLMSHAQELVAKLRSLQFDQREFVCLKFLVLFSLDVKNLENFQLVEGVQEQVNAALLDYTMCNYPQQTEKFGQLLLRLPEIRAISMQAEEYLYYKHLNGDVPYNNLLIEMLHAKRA
TWEAK-Fn14 inh: blocks TWEAK-Fn14 interaction in a reporter cell assay. inhibition, % at 10 µM. TWEAK-stimulated Fn14 reporter cells, luciferase luminescence, 8 h. actives 2% (n = 360,000); in the data active means inhibition above about 50%
Numbers without * were called inactive; · = no result given. A portion of the library, so the mix of outcomes need not match the whole.

SMILES	SRC1 inh	NCOA3 inh	TROY NFkB inh	LMP1 NFkB inh	Shn3 3UTR inh	CF NFkB block	KKLEB cytotox	TRAIL sens C8	NR2F2 inh	LRH-1 inv ag	TWEAK-Fn14 inh
CCCC(=O)Nc1cccc(NC(=O)c2ccc(C)c([N+](=O)[O-])c2)c1	13.3	-3.6	-1.5	-8.3	-13.2	1.7	13.6	1.9	-3.4	-17.6	-6.8
O=[N+]([O-])c1ccc(N/N=C\c2cccn2-c2ccccc2)nc1	13.0	7.2	-30.0	6.9	6.7	-1.9	-5.1	11.1	14.2	24.1	51.8*
O=S(=O)(Nc1n[nH]c(C(F)(F)F)n1)c1ccccc1	5.5	6.0	0.6	1.2	19.8	-16.4	10.4	-13.0	-12.8	11.7	6.0
CC(C)C(=O)Nc1ccc(N2CCN(C(=O)c3cccs3)CC2)cc1	-5.8	12.8	2.4	-1.4	-12.3	2.5	2.1	1.5	-13.8	-5.9	1.1
CCC1Oc2ccccc2N(CC(=O)N2CC(C)CC(C)C2)C1=O (stereo not drawn)	0.6	5.7	-11.7	18.9	-11.0	26.7	-5.9	8.5	-0.1	12.1	-37.3
CCCCN(CCCC)CCCNC(=O)CC1Oc2ccc(C)cc2NC1=O (stereo not drawn)	-8.7	13.2	4.4	-2.4	-15.1	8.2	-6.5	-11.1	27.9	6.5	-16.1
COc1cc(CCC(=O)Nc2ccc(S(=O)(=O)N3CCOCC3)cc2)cc(OC)c1OC	-6.1	2.9	16.7	0.0	6.6	-11.0	1.6	-20.4	3.9	15.9	-4.3
COCCN(CCOC)S(=O)(=O)c1ccc(C(=O)Nc2ccc(S(=O)(=O)Nc3nccc(C)n3)cc2)cc1	-9.2	-15.1	20.4	-3.2	-7.4	12.3	-3.3	0.0	4.6	-31.3	39.5
CCOC(=O)C1CCN(C(=O)Nc2ccc(C)c(Cl)c2)CC1	-11.2	5.7	-16.7	-3.4	8.7	-2.2	-3.4	4.1	-4.7	-20.2	4.6
Cc1ccc(N(CC(=O)NC2CCCC2)C(=O)CCC(=O)Nc2nccs2)cc1C	5.7	9.7	-8.8	-2.8	10.8	14.8	-4.0	-4.0	-9.4	-9.6	-15.8
COc1cc(C(CCN2CCCC(C)C2)c2c(OC)cc(OC)c3c2OC(=O)CC3c2ccc(N(C)C)cc2)cc(OC)c1OC (stereo not drawn)	-12.5	-3.4	-3.7	3.5	-6.5	5.7	1.1	-1.2	·	1.8	-9.6
CCOc1ccc(/C=N/n2cnnc2)cc1	0.1	-0.7	10.6	3.5	-15.6	2.6	9.2	-4.2	16.5	-32.4	-13.4
Cc1ccccc1NS(=O)(=O)c1ccc(OCC(=O)N2CCCC2)cc1	1.4	-5.2	20.7	4.1	-1.6	-24.1	37.4	3.3	-3.0	6.5	-11.9
COc1ccc(C2CC(c3cccs3)=NN2C(=O)COC(=O)C2CCCCC2)cc1OC (stereo not drawn)	-14.2	10.8	13.8	-0.2	0.1	9.2	8.7	-2.9	-4.1	-0.3	-3.1
CCNC(=S)Nc1cccc(S(=O)(=O)Nc2ccccc2OC)c1	9.1	-0.1	2.1	-13.4	18.0	-13.0	6.8	-7.8	14.7	12.2	7.5

The closing 2 records of the section above are carried over, then new ones follow.
SMILES	SRC1 inh	NCOA3 inh	TROY NFkB inh	LMP1 NFkB inh	Shn3 3UTR inh	CF NFkB block	KKLEB cytotox	TRAIL sens C8	NR2F2 inh	LRH-1 inv ag	TWEAK-Fn14 inh
COc1ccc(C2CC(c3cccs3)=NN2C(=O)COC(=O)C2CCCCC2)cc1OC (stereo not drawn)	-14.2	10.8	13.8	-0.2	0.1	9.2	8.7	-2.9	-4.1	-0.3	-3.1
CCNC(=S)Nc1cccc(S(=O)(=O)Nc2ccccc2OC)c1	9.1	-0.1	2.1	-13.4	18.0	-13.0	6.8	-7.8	14.7	12.2	7.5
COc1ccc(CNC(=O)C2CCCN(S(=O)(=O)N3CCC(C)CC3)C2)c(OC)c1 (stereo not drawn)	-168.6	-3.7	-5.4	-0.2	-3.9	6.4	-1.1	-16.8	6.2	-5.4	10.0
CS(=O)(=O)Nc1ccc2c3c(cccc13)CC2	6.0	-15.9	-0.7	-6.7	-0.9	11.3	-9.0	1.5	1.0	-0.2	-2.0
O=C(NC1CC1)C1CCN(c2ccc(S(=O)(=O)N3CCOCC3)cc2Cl)CC1	-18.5	9.5	15.6	12.5	-12.6	2.0	-1.2	-11.8	11.9	6.4	10.8
O=[N+]([O-])c1ccc(O)c(/C=N/Nc2ccccc2[N+](=O)[O-])c1	-33.5	-21.4	40.2	0.0	-52.4	37.5	-25.9	17.0	-6.5	-1.0	71.5*
COc1ccc(-c2nc(-c3ccc(Br)o3)no2)cc1OC	-53.6	-64.4	-67.1	-23.6	-67.6	-102.8	28.3	-2.5	-24.5	-70.7	-30.6
O=[N+]([O-])c1ccc(N2CCOCC2)cn1	4.1	19.6	-12.8	1.4	-19.2	0.9	-2.0	5.7	7.4	6.6	-0.6
O=C(CCN1C(=O)c2ccccc2S1(=O)=O)Nc1ccccc1	9.1	-5.8	-4.6	3.8	-14.3	8.3	-2.0	0.8	-7.3	-1.6	-1.7
COCCCNC(=O)c1ccc(CS(=O)(=O)c2ccc(OC)cc2)o1	-11.3	5.3	20.6	-4.7	-3.1	-17.1	2.9	11.5	8.5	1.6	6.0
Cc1ccc(NS(=O)(=O)c2c(C)nc3sccn3c2=O)cc1	9.6	-2.3	14.3	-1.3	7.1	-24.9	25.6	-9.0	11.4	11.1	-14.6
COc1cccc(Cn2c3ccc(NC(=O)Cc4ccccc4C)cc3c(=O)n2C)c1	-3.0	-0.7	-3.2	·	24.7	-16.0	8.3	1.1	6.4	-4.1	-0.8
CC(=O)c1cccc(NC(=O)N2CCCC2C(=O)NCCC(C)C)c1 (stereo not drawn)	-16.0	3.1	-6.1	-5.8	4.3	-3.5	5.2	-4.9	0.7	9.0	2.6
CCOC(=O)c1ccc(N2CN(CC)CNC2=S)cc1	11.1	24.3	-3.7	-17.0	-13.4	-1.1	8.4	2.2	15.2	18.8	-4.5
COc1ccc(-n2c(C)cc(C)c(C(C)=O)c2=S)cc1	3.8	0.3	10.5	-4.3	-10.1	0.6	13.4	-7.2	4.1	-14.6	-7.7
OC(COc1ccc(C2C=CCC2)cc1)CN1CCCCC1 (stereo not drawn)	15.0	-5.5	-9.5	-14.4	24.9	-3.6	-12.2	17.9	-5.1	-11.7	12.1
CC1CCc2c(c3ccccc3n2C(=O)CCl)C1 (stereo not drawn)	8.1	23.5	2.5	2.1	-7.8	2.4	-12.2	2.5	9.9	10.0	-7.9
CCOc1ccc(C(=O)OCC(=O)N2CCCC2)cc1OCC	-25.8	-1.2	-0.2	-9.8	-11.0	-9.3	10.6	20.5	4.8	-7.9	32.6
NC(=O)COc1ccc(-n2cnnn2)cc1	6.7	2.0	-14.7	-13.6	-0.5	3.2	0.0	3.1	6.8	8.8	13.5
CC(C)(C)C(=O)N1N=C(c2ccc(NS(C)(=O)=O)cc2)CC1c1cccs1 (stereo not drawn)	-8.4	-4.0	2.0	-22.6	19.8	9.0	-16.3	-6.2	0.5	26.0	13.8
CCCCNC(=O)c1nc(C2CCN(S(=O)(=O)c3ccccc3C(F)(F)F)CC2)oc1-c1cccc(C(F)(F)F)c1	3.0	-35.0	-6.0	·	19.4	3.7	26.0	0.5	-9.0	7.4	5.1
CCn1cc(CNC(=O)/C=C/c2ccc([N+](=O)[O-])cc2)cn1	-18.9	9.8	-11.5	0.7	6.8	-13.5	5.2	-2.2	-8.6	-6.4	14.1
O=C(CSc1c2c(nc3ccc(Cl)cc13)CCCC2)NCc1ccco1	3.3	13.5	4.5	19.1	89.8*	30.5	-4.7	7.8	-4.5	-14.9	-9.0
CCOc1ccccc1N1CCN(CC(=O)Nc2cc(C)on2)CC1	6.5	3.3	-14.4	-3.0	7.5	18.8	-6.4	-3.1	5.4	2.8	0.9
N#Cc1ncn(C2OC(CO)C(O)C2O)c1N (stereo not drawn)	12.7	1.8	0.0	0.0	-4.1	-6.4	-6.2	11.0	10.2	-6.1	-9.2
O=C(CSc1ncnc2c1nnn2-c1ccc(F)cc1)NCc1ccco1	-7.3	7.2	11.6	1.2	-25.8	28.4	-11.8	5.3	7.2	-2.9	24.5
Cc1ccc(NC(=O)c2ccc(CSc3nnnn3C)cc2)cc1	-84.8	-53.7	-61.9	-28.7	-78.7	11.4	-3.3	57.7*	-17.8	-131.2	7.8
COc1cc(C2NC(=O)c3ccccc3O2)ccc1OC(C)C (stereo not drawn)	-7.4	2.8	-4.2	-2.0	11.6	-12.0	-23.5	-3.0	-2.6	-10.3	-12.2
c1cc(CN2CCN(C3CCCCCC3)CC2)ccn1	11.7	1.1	9.5	-1.6	22.0	0.8	-7.1	-7.4	-3.1	4.8	14.5
CCCCN(C)CCNC(=O)c1cc2c(=O)[nH]c3ccccc3c2n1C	-11.9	-9.5	15.9	-11.2	31.1	-4.6	3.3	1.5	-8.9	-18.9	19.6
CCCCC(CC(O)COCC(C)C)C(=O)NNC(=S)Nc1ccccc1 (stereo not drawn)	-14.6	18.1	1.1	7.9	-12.1	4.7	2.2	-1.2	-5.3	-6.0	0.5
Cc1cc(OCC(O)CN2CCCC2)cc(C)c1Cl (stereo not drawn)	-1.3	-5.5	0.6	-5.6	-1.1	6.3	-4.3	5.1	-2.8	-15.4	-3.1
O=C(c1ccccc1O)N1N=C(c2ccccc2)CC1(O)C(F)(F)F (stereo not drawn)	-23.4	-2.8	9.0	1.4	-9.6	6.0	1.7	8.8	-0.3	-8.0	-30.1
Cc1cc(C(=O)COC(=O)c2cccc(O)c2)c(C)n1C1CC1	-52.8	-38.0	-10.1	35.2	2.9	-8.8	0.4	43.2	2.1	-67.6	54.1*
O=C(Nc1cc(Cl)ccc1Cl)c1ccc(-c2ccccc2)cc1	-15.4	-13.2	-22.6	-20.9	-23.7	-3.9	-3.2	1.3	6.6	-10.9	-19.2
O=C(O)/C(=C\c1ccc(Cl)c([N+](=O)[O-])c1)c1ccc(S(=O)(=O)N2CCCCC2)s1	-14.3	9.0	5.1	-2.7	0.8	-3.0	8.0	2.9	-0.9	7.4	28.6
Cc1cccc2cc3c(NC(=O)C(C)(C)C)nn(CC(C)C)c3nc12	-7.4	-5.0	9.2	-5.2	-8.3	8.2	-4.5	20.1	-15.0	-11.9	3.7
O=C(Nc1cnccn1)c1ccc(F)cc1Cl	-12.1	-8.9	8.5	-7.3	12.5	-0.9	9.7	-10.4	7.6	0.4	1.8
O=C(c1cccc(Br)c1)N1CCCc2ccccc21	-11.6	3.7	-19.5	2.7	-4.3	-5.7	-6.2	4.6	6.0	-4.3	4.7
COc1ccc(/C=N\NS(=O)(=O)c2ccc(Br)cc2)cc1COc1ccccc1[N+](=O)[O-]	-5.9	24.4	6.6	1.8	-5.8	-36.2	11.9	-10.7	15.6	2.5	9.2
Cn1c(=O)c2cc(NC(=O)CCc3ccc4c(c3)OCO4)ccc2n1Cc1ccc(F)cc1	18.6	8.7	30.4	·	40.2	26.5	-6.0	-0.8	20.3	5.5	-1.9
O=C(NCCNc1ccnc2cc(Cl)ccc12)c1ccccc1F	19.4	-4.1	6.4	15.4	79.9	-10.7	-3.2	14.2	55.0*	19.9	-5.5
